LmPK inh: LmPK (Leishmania mexicana) enzyme inhibition. Q27686. actives 0.37% (n = 290,000). purified LmPK, Kinase-Glo ATP luminescence, 1 h. Potency, µM (series often up to 57.5 µM), for inactives: top-dose activity change, negative = inhibition, hits mostly inhibitors; further: potency means the concentration at half of the fitted maximal effect
Target sequence (Q27686 whole entry, looked up): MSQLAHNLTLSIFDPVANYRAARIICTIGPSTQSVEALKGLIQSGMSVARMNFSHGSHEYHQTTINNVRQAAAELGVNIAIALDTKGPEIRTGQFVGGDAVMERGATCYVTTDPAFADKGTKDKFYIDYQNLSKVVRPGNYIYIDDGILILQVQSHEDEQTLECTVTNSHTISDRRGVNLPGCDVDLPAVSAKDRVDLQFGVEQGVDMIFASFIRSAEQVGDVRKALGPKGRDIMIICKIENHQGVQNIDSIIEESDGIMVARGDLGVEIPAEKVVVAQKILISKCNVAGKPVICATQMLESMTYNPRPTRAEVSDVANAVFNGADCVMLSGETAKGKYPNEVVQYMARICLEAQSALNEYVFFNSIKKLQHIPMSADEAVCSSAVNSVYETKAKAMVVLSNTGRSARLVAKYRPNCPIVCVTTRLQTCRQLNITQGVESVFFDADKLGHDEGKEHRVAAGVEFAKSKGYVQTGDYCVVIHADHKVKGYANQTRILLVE
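Purified LmPK (0.1 nM) with 0.5 mM PEP and 0.1 mM ADP in imidazole buffer pH 7.2 with MgCl2/KCl, 1 h at room temperature. ATP formed was read by luciferase luminescence and normalized to no-enzyme and uninhibited controls.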
HCMV antiviral: human cytomegalovirus inhibition. HFF cells, HCMV-luciferase reporter, 72 h; active compounds read low. activity change, negative = inhibition, % at 57.5 µM. actives 4.5% (n = 410,000). AID 1259415; in the data active means activity change below about -60%; inconclusive means no clear call, values can overlap the other calls; inactive means above about -39%
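Luciferase read-out from HCMV-luciferase-infected HFFs (MOI 1 PFU/cell) 72 h post infection at 37C; compounds added after 16 h cell attachment; activity normalized between buffer-only basal and Salinomycin (10uM) inhibitor controls.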
Tb PYK inh: blocks Trypanosoma brucei pyruvate kinase; Potency, µM (series often up to 76.8 µM), inactives show top-dose activity, negative = inhibition, actives largely listed as inhibitors; AID 624173; TbPYK enzyme, Kinase-Glo Plus ATP luminescence, 45 min; actives 0.12% (n = 410,000); Q57TT1; further: potency means the concentration at half of the fitted maximal effect; nearly all actives have a fitted effect of over 50% in size
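Readout: single end-point luminescence (Kinase-Glo Plus, 10 min). Reaction conditions were TbPYK/substrate plus 130 uM ADP, 45 min at RT, pH 7.2 TEA buffer. No-enzyme wells served as controls, and data were normalized before concentration-response fitting.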
AMA1 RON2 block: AMA1-RON2 (P. falciparum) interaction inhibition; actives 0.2% (n = 360,000); AID 720542; AlphaScreen AMA1-biotinylated RON2 peptide binding; Potency, µM (highest dose often 58.2 µM), without a hit: top-dose activity change, negative = inhibition, most hits filed as inhibitors;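 further: potency means the concentration at half of the fitted maximal effect; 0% = vehicle wells and -100% = peptide control; nearly all actives have a fitted effect of over 45% in size; some results filed as inactive show a strong effect at the top dose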
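AMA1 (3D7) with his tag at 25 nM final met compounds first, then biotinylated RON2 peptide at 25 nM; detection used donor plus acceptor beads, 10 µg/mL apiece, read by AlphaScreen after 30 min at room temperature.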
AmpC inh no detg: AmpC beta-lactamase inhibition without detergent | Potency, µM (doses to about 57.1 µM), for the others: at the highest dose activity change, negative = inhibition, actives largely listed as inhibitors | P00811 | actives 0.52% (n = 330,000) | AID 485341 | AmpC nitrocefin hydrolysis, absorbance 480 nm, 0.0001% Triton;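 further: potency means the concentration at half of the fitted maximal effect; plate controls were no compound for no effect and no enzyme for full effect; nearly all actives have a fitted effect of over 20% in size; some results filed as inactive show a strong effect at the top dose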
Target sequence (P00811 whole entry, looked up): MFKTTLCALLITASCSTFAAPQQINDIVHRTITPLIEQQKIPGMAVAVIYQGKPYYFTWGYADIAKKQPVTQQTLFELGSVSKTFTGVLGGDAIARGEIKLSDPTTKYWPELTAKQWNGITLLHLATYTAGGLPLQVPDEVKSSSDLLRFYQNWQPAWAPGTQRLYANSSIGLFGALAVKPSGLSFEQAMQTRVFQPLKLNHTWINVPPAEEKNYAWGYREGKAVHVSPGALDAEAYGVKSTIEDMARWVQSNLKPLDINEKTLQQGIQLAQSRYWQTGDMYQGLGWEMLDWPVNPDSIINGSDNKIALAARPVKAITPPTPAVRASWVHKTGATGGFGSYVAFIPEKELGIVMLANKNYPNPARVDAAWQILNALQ
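20 mM phosphate pH 7.0 + 0.01% (detergent screen) or 0.0001% Triton X-100; 5.3 nM AmpC reagent; cpd preinc 15 min RT; nitrocefin (800 uM stock) to start; A480 q20 s × 4 min; Activity was normalised to no-enzyme and no-compound control wells.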
AmpC detergent: inhibitors of E. coli AmpC beta-lactamase with detergent; P00811; AmpC hydrolysis of nitrocefin, absorbance 480 nm, 0.01% Triton; Potency, µM (highest dose often 114 µM), without a hit: at the highest dose activity change, negative = inhibition, hits mostly inhibitors; actives 0.041% (n = 370,000); AID 485294;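 further: potency means the concentration at half of the fitted maximal effect; 0% = no-compound wells and -100% = no-enzyme wells; nearly all actives have a fitted effect of over 25% in size; some results filed as inactive show a strong effect at the top dose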
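AmpC (5.3 nM in the dispensed reagent) in 20 mM phosphate pH 7.0 with 0.01% (detergent screen) or 0.0001% Triton X-100 was preincubated with compounds for 15 min at room temperature. Nitrocefin was then added from an 800 uM solution, and hydrolysis was followed at 480 nm.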
HCV inh: inhibitors of hepatitis C virus infection; Huh7.5.1 HCVcc-Cre infection, luciferase reporter, 44 h; Potency, µM (titrated, usually from 41.8 µM), for the others: top-dose activity change, negative = inhibition, most hits filed as inhibitors; actives 3.4% (n = 340,000); AID 651820; further: potency means the concentration at half of the fitted maximal effect
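Infectious HCV cell culture screen: compound-treated cells (1,000/well, pre-plated 4 h) are infected with HCVcc-Cre at roughly 0.5 moi and grown 44 h. Infection is quantified by luciferase signal after 15 min substrate incubation at room temperature.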
* marks the source's active call; other numbers are inactive results; u = inconclusive; x = not tested or not shown; & = joins results of further samples; [ ] = dose if it differs, or a comment. Unless noted, the call rests on the fitted dose curve; in most records, active means well fitted curve in the direction sought with a large enough effect; inconclusive means small, poorly fitted or top-dose-only effect, or another doubt; inactive means no such curve, though single readings can be large; an effect the other way counts as inactive or inconclusive. Unless noted, on the % scale 0 is the no-effect control and ±100 the full control effect.

SMILES	LmPK inh	HCMV antiviral	Tb PYK inh	AMA1 RON2 block	AmpC inh no detg	AmpC detergent	HCV inh
CSC(=NC#N)N1CCN(c2ccccn2)CC1	-4%	u	5%	5%	-8%	-1%	6%
COC(C(=O)NC1CCCCCCC1)c1ccccc1 (stereo not drawn)	-5%	-7	0%	-18%	0%	-15%	7%
CCCCNC(=O)N1CCOCCOCCN(C(=O)NCCCC)CCOCC1	-5%	12	-2%	0%	0%	u	11%
CC(=O)NC12CC3CC(C1)CC(C(=O)NCc1ccc(C)cc1)(C3)C2	8%	-20	0%	16%	-2%	-8%	-11%
O=C(CC1Oc2ccccc2NC1=O)NCCc1ccccc1 (stereo not drawn)	1%	u	3%	6%	-7%	-4%	-28%
Cc1cc(C)cc(-n2c(C)cc(C(=S)N3CCOCC3)c2C)c1	2%	-36	-12%	-24%	61%[activator]	-6%	13%
Cn1cccc1C(=O)OCC(=O)c1cc2ccccc2o1	-2%	0	-2%	-2%	-45%	u	11%
COc1cc(C)ccc1S(=O)(=O)NC(=O)C1(C)CCN1C(=O)Cc1ccc(C(C)(C)C)cc1 (stereo not drawn)	x	25	-11%	-4%	x	x	x
COc1cc(C2C(C#N)=C(N)Oc3cc(C)n(CC4CCCO4)c(=O)c32)cc2c1OCO2 (stereo not drawn)	4%	-9	4%	1%	1%	-7%	14%
O=C(Cc1ccc(S(=O)(=O)N2CCOCC2)s1)NNC(=O)c1ccccc1Cl	x	-23	-2%	-4%[11.6 µM]	-10%	3%	36%[activator]
O=[N+]([O-])c1ccc(CN2CCOCCOCCN(Cc3ccc([N+](=O)[O-])cc3)CCOCC2)cc1	1%	x	0%	u	120%[activator]	-11%	u
COc1ccc(-c2nnc(SCC(=O)Nc3sc4c(c3C#N)CCC4)n2CC2CCCO2)cc1 (stereo not drawn)	5%	53	-3%	-6%	6%	-8%	u
CC(OC(=O)Cc1n[nH]c(=O)c2ccccc12)C(=O)Nc1cc(Cl)cc(Cl)c1 (stereo not drawn)	x	7	3%	-1%	-7%	u	-3%
O=c1c2nnn(-c3cccc(F)c3)c2ncn1Cc1ccccn1	2%	-28	-1%	32%[activator]	5%	1%	3%
CN(C)/N=C/C=C1\CC/C(=C\c2ccc(Br)cc2)C1=O	-1%	15	-9%	-13%	-5%	-13%	-16%
CCOC(=O)c1c(NC(=O)CSc2ncccn2)sc2c1CCN(Cc1ccccc1)C2	-2%	29	-29%	-8%	97%[activator]	-8%	u
COc1cc(CNc2ccc(N3CCN(C(C)=O)CC3)cc2)ccc1OCc1ccc(F)cc1	-1%	-73*	0%	-25%	220%[activator]	0%	1%
O=C(O)CCC(=O)NCc1ccc2[nH]c3c(c2c1)CCCC3	2%	-1	-5%	3%	-3%	u	10%
Cc1cccc(-n2c3nc(=O)n(C)c(=O)c-3cc3ccc(Cl)cc32)c1C	x	5	-2%	x	x	1%	x
Cc1cc(C)c2c(n1)nn1c(C)c(CCC(=O)NCc3ccccc3Cl)c(C)nc21	x	5	2%	x	x	1%	x
O=C(N/N=C/c1cc([N+](=O)[O-])ccc1O)C12CC3CC(CC(C3)C1)C2	12%	5	-1%	90%[activator]	-38%	5%	u
CS(=O)(=O)N1CCc2cc(C(=O)Nc3cccc([N+](=O)[O-])c3)ccc21	-1%	43	6%	15%	-23%	-10%	-17%
Nn1cnnc1N/N=C\c1ccc(-c2ccccc2[N+](=O)[O-])o1	-2%	105	-3%	50%[activator]	-21%	-11%	-22%
COc1ccc(-c2cccc(NS(=O)(=O)c3cc([N+](=O)[O-])c(C)c([N+](=O)[O-])c3)c2)nn1	x	-39	1%	0%	-23%	-2%	-21%

Full records as entered above:
Shown for COc1cc(CNc2ccc(N3CCN(C(C)=O)CC3)cc2)ccc1OCc1ccc(F)cc1 → LmPK inh: -1%; HCMV antiviral: -73*; Tb PYK inh: 0%; AMA1 RON2 block: -25%; AmpC inh no detg: 220%[activator]; AmpC detergent: 0%; HCV inh: 1%
Shown for O=C(O)CCC(=O)NCc1ccc2[nH]c3c(c2c1)CCCC3 → LmPK inh: 2%; HCMV antiviral: -1; Tb PYK inh: -5%; AMA1 RON2 block: 3%; AmpC inh no detg: -3%; AmpC detergent: u; HCV inh: 10%

New compounds follow
SMILES	LmPK inh	HCMV antiviral	Tb PYK inh	AMA1 RON2 block	AmpC inh no detg	AmpC detergent	HCV inh
CSc1ccc(-c2c(C#N)c(N)nc3c2CCCC3)cc1	-2%	10	1%	5%	0%	u	13%
CC1=C(C(N)=O)C(c2ccccc2)n2nc(-c3cccs3)nc2N1 (stereo not drawn)	8%	9	-3%	-8%	-8%	-21%	2%
O=C(COc1ccccc1F)Nc1ccccc1OCc1cc(=O)n2ccccc2n1	x	-4	-2%	x	x	6%	x
CCOc1ccc(CN2CCC(C(=O)Nc3cccc(-c4ccn[nH]4)c3)CC2)cc1Cl	4%	-29	5%	6%	-15%	3%	u
Cc1oc(C(C)(C)C)cc1C(=O)N1CCN(c2ccc(C(F)(F)F)cn2)CC1	0%	3	1%	-2%	104%[activator]	2%	-7%
Nc1c([N+](=O)[O-])c(=O)sc2ccccc12	6%	-13	-3%	-1%	-20%	-2%	-1%
CN(C)CCC=C1c2ccccc2C=Cc2ccccc21	x	14	2%&2%	-10%	8%	-8%	32µM*
O=C(CCC1CCCN(Cc2ccc3c(c2)OCCO3)C1)NCc1ccccc1F (stereo not drawn)	5%	-23	5%	-4%	-19%	0%	0%
O=C(N/N=C/c1cccs1)c1[nH]ncc1Br	5%	73	-18%	80%[activator]	-7%	u	7%
CCC(CCC(=O)Nc1cccc([N+](=O)[O-])c1)C(=O)O (stereo not drawn)	0%	33	-13%	-1%	-18%	6%	5%
COCCn1cnc2c1c(=O)n(Cc1ccc(C#N)cc1)c(=O)n2Cc1ccccc1	3%	-61*	-10%	-7%	80%[activator]	0%	7%
COc1ccc(OC)c(NC(=O)C2CCN(c3nc(C)cc(C)n3)CC2)c1	-3%	-8	3%	13%	-3%	-2%	-10%

A different layout for 4 compounds above.
mol: CCOc1ccc(CN2CCC(C(=O)Nc3cccc(-c4ccn[nH]4)c3)CC2)cc1Cl
  LmPK inh: 4%; HCMV antiviral: -29; Tb PYK inh: 5%; AMA1 RON2 block: 6%; AmpC inh no detg: -15%; AmpC detergent: 3%; HCV inh: u

mol: Cc1oc(C(C)(C)C)cc1C(=O)N1CCN(c2ccc(C(F)(F)F)cn2)CC1
  LmPK inh: 0%; HCMV antiviral: 3; Tb PYK inh: 1%; AMA1 RON2 block: -2%; AmpC inh no detg: 104%[activator]; AmpC detergent: 2%; HCV inh: -7%

mol: CN(C)CCC=C1c2ccccc2C=Cc2ccccc21
  LmPK inh: x; HCMV antiviral: 14; Tb PYK inh: 2%&2%; AMA1 RON2 block: -10%; AmpC inh no detg: 8%; AmpC detergent: -8%; HCV inh: 32µM*

mol: Nc1c([N+](=O)[O-])c(=O)sc2ccccc12
  LmPK inh: 6%; HCMV antiviral: -13; Tb PYK inh: -3%; AMA1 RON2 block: -1%; AmpC inh no detg: -20%; AmpC detergent: -2%; HCV inh: -1%

Other records follow:
SMILES	LmPK inh	HCMV antiviral	Tb PYK inh	AMA1 RON2 block	AmpC inh no detg	AmpC detergent	HCV inh
CCN(CC(=O)Nc1ccc(NC(C)=O)cc1)C(=O)c1ccc(NC2CC2)c([N+](=O)[O-])c1	x	-26	-1%	-23%	0%	8%	u
COc1cccc(CN(C)C(=O)c2ccc(S(=O)(=O)Nc3ccccc3C)cc2)c1OC	x	-32	1%	6%	x	x	x
Cc1c(C)c2cccnc2c2ncccc12	x	x	1%	-78%	6%	5%	3.2µM*
O=C(O)c1cccc(CSc2ncn[nH]2)c1	-4%	-31	-16%	-11%	-25%	-15%	22%
O=C(COc1ncnc2ccccc12)N1CCN(S(=O)(=O)c2ccccc2)CC1	1%	-14	3%	7%	-18%	-3%	-2%
Cc1ncc(CN2CCCC(C(=O)Nc3ccc(-n4ccnc4C)cc3)C2)cn1 (stereo not drawn)	0%	41	1%	-1%	-7%	2%	1%
CNC(=O)COC(=O)CCC(=O)c1ccc(Cl)cc1	-6%	-16	5%	2%	-13%	6%	5%
Cc1cc(C(=O)Nc2ccccn2)cs1	14µM*	55	-16%	-5%	-29%	-3%	-17%
COc1ccc([C@@H]2CC(=O)[C@@H]3CN(S(=O)(=O)c4ccc(C)cc4)[C@H](c4cccc(Cl)c4)C[C@@H]3N2S(=O)(=O)c2ccccc2)cc1	x	-5	4%	-17%	x	x	x
CCOC(=O)C1=C(COC(=O)c2ccc(Br)o2)NC(=O)NC1C (stereo not drawn)	-4%	30	1%	14%	-2%	1%	4%
COC(=O)c1c(NC(C)=O)sc(C(=O)N2CCOCC2)c1C	2%	25	14%	-2%	-5%	-9%	-3%
CCCNC(=O)CN1C(=O)COc2ccc(S(=O)(=O)N3CCCCCC3)cc21	-1%	-8&-1	-2%&-1%	9%	-5%	u	5%
COCCn1c(=NC(=O)c2cc(-c3cccs3)nc3ccccc23)sc2cc(S(N)(=O)=O)ccc21	0%	42	11%	13%	-10%	2%	10µM*
O=C(CCCCCNC(=O)c1ccccc1Cl)N/N=C/c1ccco1	3%	u	-5%	16%	-28%	0%	4%
CCSc1nc(COC(=O)NC)c(COC(=O)NC)n1C	x	-4	4%	-4%	x	x	11%
CCOc1ccccc1-n1c(=O)c2ccccc2c2ccccc2c1=O	8%	-11	-3%	4%	-18%	-4%	34%[activator]
CC(C)NC(=S)NCc1cccs1	3%	-23	-4%	9%	-26%	3%	30%
COc1ccc(NC(=O)c2ccccc2NC(=O)c2ccccc2)cc1	-5%	-23	-1%	3%	-7%	-1%	0%
COc1ccc(CCNC(=O)c2cccc(-n3cnc4cccnc43)c2C)cc1OC	x	0	-12%[15.4 µM]	x	x	-7%	x
Cc1ccc(-c2nc3ccccc3n3c(C)nnc23)cc1	-1%	x	x	x	5%	-12%	x
CCCCOc1ccc(C(=O)NCc2nnnn2-c2ccc(C)c(C)c2)cc1	x	102	2%	x	x	-6%	x
O=C(NC1CCCCC1)c1ccc(CSc2nc3ccncc3n2Cc2ccc(F)cc2)cc1	x	-28	-4%	x	x	-1%	x
